Assay outcomes as filed in PubChem.
EPAC1 antag: EPAC1 (human) antagonism | AID 720709 | O95398 | Potency, µM (doses to about 115 µM), for inactives: at the top dose activity change, negative = inhibition, usual class: inhibitors | EPAC1 GEF assay, Rap1b-BODIPY-GDP exchange fluorescence | 0.14% of 360,000 active;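 note: potency is the fitted concentration of half-maximal effect; plate controls were vehicle for no effect and positive control for full effect; nearly all actives have a fitted effect of over 50% in size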
PLK1 PBD block: blocks phosphopeptide binding to human PLK1 polo-box domain | Plk1 PBD binding of FITC phosphopeptide, fluorescence polarization | P53350 | Potency, µM, without a hit: max response, negative = inhibition, hits mostly inhibitors | 2.8% of 360,000 active; note: potency is the fitted concentration of half-maximal effect; series mostly up to about 57 µM; % is set by controls: 0 for no effect and ±100 for the full control effect; nearly all actives have a fitted effect of over 65% in size
Target sequence (P53350 whole entry, looked up, the tested form may be a part): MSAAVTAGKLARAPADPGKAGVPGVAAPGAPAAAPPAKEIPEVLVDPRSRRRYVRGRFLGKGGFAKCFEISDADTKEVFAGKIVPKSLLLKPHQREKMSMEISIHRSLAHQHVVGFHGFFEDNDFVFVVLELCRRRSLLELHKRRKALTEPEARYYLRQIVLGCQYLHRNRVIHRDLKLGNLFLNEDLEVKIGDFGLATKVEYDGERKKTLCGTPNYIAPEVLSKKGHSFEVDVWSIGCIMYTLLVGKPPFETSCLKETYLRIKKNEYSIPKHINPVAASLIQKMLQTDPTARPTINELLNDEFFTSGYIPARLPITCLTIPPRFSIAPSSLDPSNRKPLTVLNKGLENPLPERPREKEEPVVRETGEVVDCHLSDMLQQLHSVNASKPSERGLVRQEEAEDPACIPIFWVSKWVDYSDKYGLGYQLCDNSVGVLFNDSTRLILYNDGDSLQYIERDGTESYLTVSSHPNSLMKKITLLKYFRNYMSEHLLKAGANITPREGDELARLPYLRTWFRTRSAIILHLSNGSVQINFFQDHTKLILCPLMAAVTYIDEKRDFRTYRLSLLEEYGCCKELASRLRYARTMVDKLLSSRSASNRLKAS
WRN inhibitor: blocks human WRN helicase; Q14191; WRN helicase unwinding, fluorescent forked duplex, kinetic; Potency, µM (series often up to 114 µM), for inactives: at the top dose activity change, negative = inhibition, usual class: inhibitors; 0.46% of 360,000 active; AID 651768; note: potency is the fitted concentration of half-maximal effect; % is set by controls: 0 for no effect and ±100 for the full control effect; nearly all actives have a fitted effect of over 55% in size
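WRN at 20 nM final was preincubated with compound for 15 min at room temperature; reaction started with 100 nM forked duplex oligonucleotide carrying fluorophore and quencher plus 2 mM ATP (final). Unwinding followed kinetically by red fluorescence (ex 525/em 598 nm).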
Abeta yeast res: A-beta toxicity reversal in yeast; yeast expressing A-beta42, growth rescue, OD600, 48 h; response scale: 0% DMSO, 100% iron-clioquinol control; Potency, µM (highest dose often 46.1 µM), inactives show at the top dose growth rescue, most hits filed as activators; AID 1347071; 0.063% of 410,000 active; note: potency is the fitted concentration of half-maximal effect; nearly all actives have a fitted effect of over 55% in size
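Yeast growth medium received pinned compounds, then yeast cells expressing toxic A-beta were added; plates incubated at 30 C for 48 hr. Growth read as absorbance at 600 nm, normalized to DMSO and equimolar FeCl3 plus clioquinol controls.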
PI5P4K alpha inh: blocks human PI5P4K alpha kinase activity. P48426. max response, %. 1.2% of 330,000 active. PI5P4Kalpha enzyme, ADP-Glo luminescence, 60 min; hits give low values; active = max response of -50% or lower; inconclusive = between -30% and -50%; inactive = -30% or higher; note: value at the top dose of about 77 µM; % is set by controls: 0 for no effect and ±100 for the full control effect
Target sequence (P48426 whole entry, looked up): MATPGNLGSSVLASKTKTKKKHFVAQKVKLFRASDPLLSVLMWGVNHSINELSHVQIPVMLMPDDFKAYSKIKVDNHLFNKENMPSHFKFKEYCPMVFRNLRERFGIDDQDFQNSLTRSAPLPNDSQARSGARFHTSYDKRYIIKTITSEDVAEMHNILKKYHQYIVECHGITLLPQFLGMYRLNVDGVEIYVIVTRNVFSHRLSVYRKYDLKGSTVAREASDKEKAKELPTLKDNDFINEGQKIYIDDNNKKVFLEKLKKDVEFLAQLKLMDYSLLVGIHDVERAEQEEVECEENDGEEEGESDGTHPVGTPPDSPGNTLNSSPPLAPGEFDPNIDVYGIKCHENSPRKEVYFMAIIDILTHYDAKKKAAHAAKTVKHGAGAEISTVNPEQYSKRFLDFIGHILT
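Human PI5P4Kalpha with substrate in 0.038 M HEPES pH 7.4, 0.28 mM EGTA, 0.1% CHAPS, 5% DMSO; reaction started with 5 microM ATP (final), 60 min at room temperature. ADP formed read by ADP-Glo luminescence.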
aSyn yeast inh: alpha-synuclein toxicity inhibition in yeast. Yeast expressing alpha-synuclein, growth rescue, BacTiter-Glo, 24 h. Potency, µM (series often up to 46.1 µM), for the others: at the highest dose growth rescue (activation), actives largely listed as activators. 0.14% of 370,000 active; note: potency is the fitted concentration of half-maximal effect; % of control where 0% means no effect; nearly all actives have a fitted effect of over 65% in size
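Readout is rescue of growth in alpha-synuclein-expressing yeast, so inhibitors of toxicity appear as activators. Growth after 24 hr at 30 deg C in galactose medium is quantified by luminescence.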
EPAC1 agonist: EPAC1 (human) agonism; 0.073% of 360,000 active; Potency, µM (doses to about 154 µM), for inactives: at the highest dose activation, hits mostly activators; EPAC1 agonist qHTS, biochemical assay; response scale: 100% = response to 6.5 mM cAMP; note: potency is the fitted concentration of half-maximal effect; nearly all actives have a fitted effect of over 60% in size
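Nucleotide exchange by EPAC1 (100 nM) on Rap1B–BODIPY-GDP (250 nM) in the presence of 50 uM GDP is tracked fluorescently at 480/540 nm over 30 min. Signals are normalized to a 6.5 mM cAMP control.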
FUS suppressor: FUS proteinopathy suppression in yeast; 0.24% of 390,000 active; Potency, µM (titrated, usually from 76.6 µM), for inactives: at the top dose growth rescue (activation), most hits filed as activators; S. cerevisiae FUS-expressing, growth rescue, OD600, 24 h;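 note: potency is the fitted concentration of half-maximal effect; plate controls were DMSO vehicle for no effect and reference control for full effect; nearly all actives have a fitted effect of over 55% in size; some results filed as inactive show a strong effect at the top dose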
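Galactose (2%) drives FUS expression in yeast precultured in raffinose; seeding density OD 0.005. Test compounds incubated 24hr at 30C and 99% humidity before absorbance at 600 nm was measured.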
IL-2 act: IL-2 activation | IL-2 activation reporter assay, cell-based qHTS; stimulated with anti-CD3/CD4/CD28 beads; in transgenic mouse T cells | 0.065% of 360,000 active | AID 652025 | activation, % (series mostly up to about 46 µM); in the data active = activation above about 50%; inconclusive = mostly about 30% to 49%; note: 0% is about no effect
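Unstimulated transgenic mouse T cells preincubated 60 min with compound, then stimulated with anti-CD3/anti-CD4-coated beads plus anti-CD28 for 18 h at 37 degrees C. IL-2 response read as EGFP and DsRed fluorescence by plate cytometry.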
Numbers without * were called inactive; ? = inconclusive; nt = no result given; [ ] = dose if it differs, or a comment. Unless noted, calls come from the whole dose curve; as a rule, active = well fitted curve in the direction sought with a large enough effect; inconclusive = small, poorly fitted or top-dose-only effect, or another doubt; inactive = no such curve, though single readings can be large; an effect the other way counts as inactive or inconclusive.

The opening 3 compounds (preview)
SMILES	EPAC1 antag	PLK1 PBD block	WRN inhibitor	Abeta yeast res	PI5P4K alpha inh	aSyn yeast inh	EPAC1 agonist	FUS suppressor	IL-2 act
O=C(NCc1ccccc1)c1cc(-c2ccncc2)nc2ccc(S(=O)(=O)N3CCOCC3)cc12	2%	-1%	-10%	11%	-9	-1%	0%	24%	-0.9
Cc1ccc(-c2nnn(CC(=O)N(c3cccc(O)c3)C(C(=O)NC(C)(C)C)c3cccs3)n2)o1 (stereo not given)	2%	-9%	6%	-7%	nt	1%	1%	34%	-1.7
Cc1ccc(-c2nc(C3CCN(S(C)(=O)=O)CC3)no2)cc1	-18%	-8%	1%	5%	5	7%	4%	23%	0.2

Results, from the first entry:
SMILES	EPAC1 antag	PLK1 PBD block	WRN inhibitor	Abeta yeast res	PI5P4K alpha inh	aSyn yeast inh	EPAC1 agonist	FUS suppressor	IL-2 act
O=C(NCc1ccccc1)c1cc(-c2ccncc2)nc2ccc(S(=O)(=O)N3CCOCC3)cc12	2%	-1%	-10%	11%	-9	-1%	0%	24%	-0.9
Cc1ccc(-c2nnn(CC(=O)N(c3cccc(O)c3)C(C(=O)NC(C)(C)C)c3cccs3)n2)o1 (stereo not given)	2%	-9%	6%	-7%	nt	1%	1%	34%	-1.7
Cc1ccc(-c2nc(C3CCN(S(C)(=O)=O)CC3)no2)cc1	-18%	-8%	1%	5%	5	7%	4%	23%	0.2
CCCc1c(C)nc(N2CCN(c3cccc(OC)c3)CC2)[nH]c1=O	8%	1%	3%	5%	-2	3%	7%	-25%	-4.5
O=[N+]([O-])c1ccc2oc(-c3cccc(O)c3)nc2c1	4%	-2%	-1%	-3%	-15	0%	1%	-15%	0.0
Cc1cc(C)c2sc(N(CCCN(C)C)C(=O)c3ccc(S(=O)(=O)N(C)Cc4ccccc4)cc3)nc2c1	-2%	3%	-5%	-57%[inhibitor]	0	0%	12%	39%	-5.7
CC(C)CC(=O)Nc1ccc2ccccc2c1	-13%	1%	2%	7%	0	-3%	-8%	13%	-0.4
CCOC(=O)c1cnn(-c2ccccc2)c1N	-10%	-4%	-12%	13%	nt	-4%	2%	3%	-2.9
CCN(CC)C(=O)CSc1nnc(-c2ccc(F)cc2)n1N	-12%	-8%	9%	21%	-7	-6%	10%	15%	0.2
CC(C)c1csc(CN2CCC(CO)(Cc3cccc(F)c3)CC2)n1	-15%	-7%	3%	7%	1	-1%	-1%	7%	-0.7
COc1ccc(NC(=O)C(C)N2CCN(C)CC2)cc1 (stereo not given)	6%	-4%	-22%	-33%[inhibitor]	9	3%	9%	-18%	0.6
C[C@@H]1CN([C@H](C)CO)C(=O)CCCn2nncc2CO[C@H]1CN(C)Cc1ccc2c(c1)OCO2	-1%	-4%	8%	-3%	-7	0%	-2%	16%	-3.6
CCN1CCN(c2nc3c(C)cccn3c(=O)c2/C=C(\C#N)C(=O)NCCCOC)CC1	-8%	-2%	7%	-13%	3	2%	6%	0%	-2.7
C=CCOn1c(=O)c(C)[n+]([O-])c2ccccc21	6%	-3%	7%	11%	-2	8%	4%	-9%	2.0
Cc1nc2c3cnn(-c4ccc(C)c(C)c4)c3ncn2n1	2%	-7%	5%	-16%	-1	-2%	-8%	10%	0.5
Cc1ccc(CN2CCSc3ccc(C(=O)NCC4CCCO4)cc32)cc1 (stereo not given)	-10%	-1%	-5%	-8%	8	7%	-2%	32%	-0.5
COc1cccc2sc3ccc(NCc4ccc5c(c4)OCO5)cc3c(=O)c12	-17%	-19%	-19%	1%	-25	13%	5%	?	-0.1
Cn1cc(CN2CCCCC2CO)c(-c2ccc(Oc3ccccc3)cc2)n1 (stereo not given)	-1%	-7%	-27%	5%	12	2%	7%	16%	-1.0
CCNC(=O)N1CCN(CCCC(c2ccc(F)cc2)c2ccc(F)cc2)CC1	-6%	-2%	-6%	15%	-4	?	-2%	-10%	-0.5
COc1cccc(N2CC(NS(=O)(=O)c3cccnc3)CC2=O)c1 (stereo not given)	-1%	-3%	-2%	-9%	0	-6%	5%	15%	0.3
Cc1cccc(-n2ccnc2SCC(=O)Nc2ccc3c(c2)OCCO3)c1	-8%	-5%	-6%	38%	0	9%	8%	-5%	0.3
COc1ccc(NC(=O)c2ncn[nH]2)cc1	-4%	-8%	4%	-9%	nt	-1%	2%	31%	-2.1
COc1cc(/C=N/Nc2ccc(C(=O)O)cc2)cc(OC)c1OC	4%	-1%	-5%	-9%	-5	-4%	-11%	11%	-0.1
CN(C)c1ccc(NC(=O)CN2CCC(C(=O)c3ccc(F)cc3)CC2)cc1	2%	0%	0%	1%	nt	?	1%	16%	0.1
CC(=O)N/C(=C\c1ccccc1)C(=O)OCC(=O)Nc1cc(S(=O)(=O)N(C)C)ccc1Cl	-8%	-22%	-14%	-3%	-3	-12%	-3%	-7%	1.1
COc1cccc(C(=O)NCCCn2ccnc2)c1	5%	-7%	-2%	16%	-1	0%	14%	-13%	1.3
COCCCN1C(=O)C(CC(=O)NCCN2CCOCC2)CC(C(=O)N2CCCCCC2)=C1C (stereo not given)	-13%	-5%	-3%	-7%	7	-7%	-7%	-13%	1.0
CN(C)c1ccc(/C=C/c2nc3ccccc3c(=O)n2CCO)cc1	3%	5%	6%	14%	1	15%	16%	25%	0.8
COc1cccc(NC(=S)N(CCN(C)C)C(C)c2cccnc2)c1 (stereo not given)	-11%	-11%	6%	-20%	-7	-14%	6%	30%	-1.9
CCOC(=O)C1=C(C)NC(SC(C)=O)=NC1c1ccc(OC(C)=O)c(OC)c1 (stereo not given)	-3%	-9%	1%	24%	7	0%	3%	-17%	0.2
COc1ccc(-c2ccc(SCC(=O)N3CCOCC3)nn2)cc1OC	-2%	-9%	-5%	-25%	nt	-11%	5%	38%	1.2
Cc1cc(C)nc(N2CCCC(C(=O)Nc3cccc(Cl)c3)C2)n1 (stereo not given)	-3%	0%	11%	-1%	-1	0%	3%	-9%	2.9
CSc1ccc(CNC2CC2)cc1	2%	-10%	-3%	-6%	nt	-1%	0%	-32%	-1.0
O=C(O)c1ccc(N2CCN(C(c3ccccc3)c3ccccc3)CC2)c([N+](=O)[O-])c1	1%	?	0%	-9%	2	-5%	-5%	21%	-4.0
Cc1ccc(C)c(S(=O)(=O)Nc2ccc(C(=O)NCCc3ccccn3)cc2)c1	5%	0%	4%	-9%	-10	2%	1%	6%	0.3
O=C(COC(=O)CNC(=O)c1ccccc1F)Nc1cccnc1Cl	-21%	2%	-6%	-3%	1	-5%	-9%	28%	-0.5
COC(=O)[C@@]1(Cc2ccc(OC)cc2)[C@@H]2[C@@H](CC(=O)[C@H]2CC(=O)C(=O)N(C)C)CN1C(=O)c1ccccc1	0%	0%	2%	-2%	-11	-5%	-12%	11%	-3.3
CCNC(=O)Oc1ccc(-c2csnn2)cc1	-24%	-22%	2%	16%	0	0%	7%	-10%	-3.4
CCCSc1nc2c([nH]1)c(=O)n(C)c(=S)n2C	7%	-1%	-8%	6%	12	5%	5%	nt	0.2
CCCOC(=O)C1=C(C)NC(=O)NC1c1ccc(Br)s1 (stereo not given)	-9%	24µM*	-4%[57.1 µM]	0%	-15	1%	-13%	-1%	-0.1
O=C(Nc1ccc(Cl)cc1)Nc1ccc2c(c1)N1CCN=C1S2	-31%	-11%	-16%	-3%	-3	-21%	-13%	?	0.3
Cc1ccc(SCC(=O)OCC(=O)NCc2cccs2)cc1	-5%	-12%	-6%	1%	-7	-2%	5%	26%	-0.1
COc1cc(N)c2ncsc2c1	-10%	-4%	-4%	-6%	-6	0%	2%	nt	-1.9
Cc1ccc(C(=O)NN2C(=O)/C(=C/c3cn(C)c4ccccc34)SC2=S)cc1	-1%	-25%	4%	15%	-2	-5%	100µM*	-1%	-2.4
COc1ccc(NC(=O)CSc2nc3ccsc3c(=O)n2CCC(=O)O)cc1	13%	-5%	6%	9%	-2	0%	-6%	-3%	-2.9
Cc1ccc(-c2csc(NC(=O)CSc3nnc4c(n3)[nH]c3ccccc34)n2)cc1	12%	-6%	-5%	15%	-6	4%	-12%	16%	2.5
CC(=O)c1cc(-c2ccccc2)n(CC(=O)N2CCC(N3CCCCC3)CC2)c1C	-1%	-1%	-13%	-21%	6	9%	-7%	nt	-0.7
O=C(NCc1ccc(F)cc1Cl)C1CCN(S(=O)(=O)N2CCCCC2)CC1	14%	0%	10%	-9%	-1	14%	-11%	16%	-1.0
Nc1ccc(O)c([N+](=O)[O-])c1	2%	2%	-5%	-11%	0	6%	-13%	-31%	-0.4
COc1ccc(CC(=O)OCc2nnc(C3COc4ccccc4O3)o2)cc1OC (stereo not given)	16%	0%	-4%	14%	nt	-8%	-7%	19%	2.1
The list goes on.
SMILES	EPAC1 antag	PLK1 PBD block	WRN inhibitor	Abeta yeast res	PI5P4K alpha inh	aSyn yeast inh	EPAC1 agonist	FUS suppressor	IL-2 act
O=C(CN1CCN(S(=O)(=O)c2ccccc2F)CC1)Nc1ccccc1C(=O)c1ccccc1	-21%	-14%	-8%	-16%	7	-4%	-1%	?	0.3
O=[N+]([O-])/C(N=Nc1ccccc1)=N\Nc1ccccc1	12%	-7%	-5%	-8%	2	3%	7%	0%	0.7
CSc1ccccc1NC(=O)Cc1ccc(Br)cc1	-6%	-1%	-2%	4%	-9	0%	6%	-17%	1.1
Cn1c(=O)c2c(-c3ccccc3)n(-c3cccc(Br)c3)cc2n(C)c1=O	-15%	-28%	-6%	-13%	-3	?	2%	22%	-0.3
CC(=O)C1=C(O)C(=O)N(CCNCCO)C1c1ccccc1 (stereo not given)	2%	1%	-12%	0%	1	4%	-3%	19%	1.1
Cc1ccc(C)c(N2CCN(C(=O)Cn3cccc3)CC2)c1	15%	-9%	9%	-6%	nt	0%	8%	?	-1.5
Fc1ccc(CN2C3=NCCCN3c3ccccc32)cc1	3%	-19%	-16%	17%	6	2%	5%	nt	-0.4
Cc1ccc(N(CC(=O)NC(C)C)C(=O)CCC(=O)Nc2nccs2)c(C)c1	-14%	-7%	2%	7%	0	-1%	-6%	-13%	1.5
